zfTRPN1 agonist – agonists of zebrafish TRPN1 channel; HEK293 zebrafish TRPN1-YFP, Fluo-8 calcium fluorescence; 100% = response to 87 µM carbachol; activation, % at 3 µM; hit rate 0.18% among 220,000;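 active = activation above its plate's cutoff, the mean activation of test wells on that plate plus 3 SD, cut at about 19% in these data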;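 also: 0% = DMSO alone and 100% = 87 µM carbachol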
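Material: zebrafish TRPN1-YFP in HEK293 cells; Doses: single test compound dose, 3 µM nominal, 0.3% DMSO; Timing: dye loading 1 h at 37 °C, then 30 min room temperature; Technique: intracellular calcium fluorescence with Fluo-8; Benchmarks: high carbachol 87 µM, low DMSO alone.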
BaF3 parental – parental Ba/F3 viability inhibition as JAK2V617F counter-screen | AID 1486 | hit rate 1.1% among 220,000 | inhibition, % at 5.6 µM | CellTiter-Glo ATP luminescence;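 active = inhibition above a per-campaign cutoff, the mean inhibition of all tested compounds plus 3 SD, cut at about 27% in these data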;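 also: 0% = DMSO wells and 100% = JAK Inhibitor I control wells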
TNF death inh – blocks TNF-alpha induced death of Jurkat FADD-/- cells; AID 463075; hit rate 0.068% among 220,000; activation (protection from cell death), % at 10 µM; Jurkat FADD-/- TNF necroptosis rescue, ATP luminescence, 24 h; 0 = TNF only, 100 = no-TNF cells;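 active = activation, meaning protection from cell death, of at least 50% relative to plate controls; inactive = activation below 50%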;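 also: necroptosis triggered by 40 ng/mL TNF-alpha added together with compound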
Ba/F3 V617F tox – reduce viability of Ba/F3 cells dependent on JAK2V617F; Ba/F3 EpoR-JAK2V617F viability, ATP luminescence; inhibition, % at 5.6 µM; hit rate 1.1% among 220,000;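 active = inhibition above the campaign mean plus 3 SD over all tested compounds, cut at about 24% in these data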;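 also: cytokine-independent growth of Ba/F3 cells driven by EpoR plus mutant JAK2; 0% = DMSO-treated cells and 100% = JAK inhibitor I control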
Wee1 stabilizer – inhibitors of human Wee1 degradation. AID 1321. P30291. HeLa Luc-Wee1K328M stability, luciferase luminescence; 100% = proteasome inhibitor MG132 effect. hit rate 1.2% among 220,000. reporter increase, % at 5 µM;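 active = activation above the mean of all tested compounds plus 3 SD, set per screening run, cut at about 8.8% in these data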;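 also: cells exposed to compound for 20 h before luminescence read; 0% = DMSO alone and 100% = MG132 at 30 µM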
Target sequence (P30291 whole entry K328M): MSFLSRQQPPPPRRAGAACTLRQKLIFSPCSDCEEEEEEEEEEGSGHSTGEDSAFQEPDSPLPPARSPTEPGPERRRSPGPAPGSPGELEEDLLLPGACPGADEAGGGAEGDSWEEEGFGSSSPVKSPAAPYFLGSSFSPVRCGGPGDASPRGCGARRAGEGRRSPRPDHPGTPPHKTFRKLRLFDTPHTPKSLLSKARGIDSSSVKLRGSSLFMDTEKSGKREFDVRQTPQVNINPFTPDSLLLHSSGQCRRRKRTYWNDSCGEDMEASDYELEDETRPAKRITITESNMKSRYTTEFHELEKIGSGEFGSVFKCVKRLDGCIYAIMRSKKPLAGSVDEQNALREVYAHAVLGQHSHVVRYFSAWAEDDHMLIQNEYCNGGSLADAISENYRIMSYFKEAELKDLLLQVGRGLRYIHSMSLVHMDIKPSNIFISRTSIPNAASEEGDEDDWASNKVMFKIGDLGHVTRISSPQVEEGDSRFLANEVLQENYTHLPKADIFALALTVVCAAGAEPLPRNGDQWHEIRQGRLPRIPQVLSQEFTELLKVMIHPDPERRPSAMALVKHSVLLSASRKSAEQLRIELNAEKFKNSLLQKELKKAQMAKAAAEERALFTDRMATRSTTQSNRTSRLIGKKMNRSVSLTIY
CHOP inhibitor – blocks CHOP induction under ER stress. CHO-K1 CHOP-promoter luciferase, tunicamycin-induced, 15-18 h. inhibition, % at 10 µM. hit rate 3.8% among 220,000. AID 2732;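 active = compounds that reduced the stress-induced luciferase reporter signal by more than about 70% of percent inhibition, limit read from the data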;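 also: 0% = tunicamycin plus vehicle and 100% = wells without tunicamycin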
PPC-1+TRAIL kill – PPC-1 cancer cell killing with TRAIL present; PPC-1 cells + TRAIL, ATPLite viability luminescence; cell killing (% activity), % at 4 µM; hit rate 0.41% among 220,000;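 active = cell killing above 50% in the first pass at 4 µM, then a duplicate retest at 5 µM averaging 50% or more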;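 also: plate controls were cells with TRAIL plus DMSO for no effect and medium-only wells lacking cells for full effect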
RBBP9 inh – human RBBP9 hydrolase inhibition; O75884; inhibition, % at 7.94 µM; recombinant RBBP9, FP-Rh probe fluorescence polarization; hit rate 0.2% among 220,000;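 active = inhibition above the campaign mean of all tested compounds plus 3 SD, cut at about 14% in these data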;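 also: plate controls were DMSO wells with RBBP9 for no effect and wells lacking RBBP9 protein for full effect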
Target sequence (O75884 whole entry, looked up): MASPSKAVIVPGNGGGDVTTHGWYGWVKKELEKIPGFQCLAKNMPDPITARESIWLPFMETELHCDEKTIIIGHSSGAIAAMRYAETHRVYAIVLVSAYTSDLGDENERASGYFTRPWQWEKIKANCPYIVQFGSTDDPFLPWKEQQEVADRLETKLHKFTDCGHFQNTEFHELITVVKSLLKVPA
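System: RBBP9 protein | Quantity: 2.5 µM RBBP9 dispensing solution, before mixing | Reagent: FP-Rh probe, 375 nM dispensing solution | Timing: Enzyme-compound preincubation 30 min, then probe labeling 45 min, 25 °C | Measured by: Fluorescence polarization | Read-out: % inhibition | Replication: One well per compound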
TRPML3 ag – agonists of human TRPML3 channel; Q8TDD5; HEK293 TRPML3-YFP, Fluo-8 calcium fluorescence; 100% = the carbachol control signal; activation, % at 3 µM; hit rate 0.29% among 220,000; AID 1448;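 active = activation above its plate's cutoff, the mean activation of the plate's test wells plus 3 SD, cut at about 12% in these data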;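 also: 0% = DMSO only wells and 100% = carbachol wells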
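Test system: TRPML3-YFP stable HEK293 cells. Doses: single point at 3 µM. Incubation: dye loading 1 h 37 °C then 30 min ambient, 125 s read. Signal: Fluo-8 calcium dye fluorescence, ex 470-495, em 515-575 nm. Measure: percent activation from peak-to-basal fluorescence ratio, scaled between DMSO and carbachol.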
* = called active by the depositor; / = not tested or not shown. An unsorted share of the library. About 6.8% of those tested had a hit in this group.

SMILES	zfTRPN1 agonist	BaF3 parental	TNF death inh	Ba/F3 V617F tox	Wee1 stabilizer	CHOP inhibitor	PPC-1+TRAIL kill	RBBP9 inh	TRPML3 ag
O=C(O)C1=C[C@@H](C2CCCCC2)C[C@@H](OCc2ccc(CO)cc2)O1	0.1	2	-0.2	-4	2	23	12	-7	1.0
CC(C)(C)C(=O)NCCc1nc2ccccc2n1CC(=O)c1ccc(Cl)cc1	0.2	1	1.7	-4	0	12	12	-4	-0.3
Cn1c(Cn2c(=O)sc3ccccc32)nnc1SCc1ccccc1F	-0.2	9	0.3	3	-2	36	-10	-5	-1.1
O=C(NCc1ccccc1)NC1CC2CCC(C1)N2Cc1ccco1 (configuration not stated)	1.6	2	0.5	-4	0	26	-9	8	0.4
Cc1c(CCO)c(=O)n(-c2ccccc2)n1S(=O)(=O)c1ccc(F)cc1	1.9	41*	-0.6	22	-1	44	-16	-60	1.9
CCCCCCOc1ccc(/C=c2\s/c(=C(/C#N)C(=O)NCc3ccco3)n(-c3ccccc3)c2=O)cc1	1.0	6	0.7	-2	-1	11	24	1	0.2
Cc1ccc(NC(=O)Cn2nc(C)c([N+](=O)[O-])c2C)cc1C	0.4	4	1.5	0	1	-1	19	-4	0.5
COC(=O)c1sccc1Oc1ccc(Cl)cc1N1C(=O)CCC1=O	0.1	-1	6.1	-2	2	12	4	2	0.1
O=C(O)c1cccc(S(=O)(=O)Nc2ccccc2N2CCOCC2)c1	0.4	0	0.8	-2	0	3	1	-8	-0.3
CCOc1ccc2oc(C(=O)NC(C)(C)CC)c(C)c2c1	0.4	3	3.1	-1	0	34	-28	2	0.6
CCN(CC)c1ccc(-n2c(C)cc(C=O)c2C)cc1	-1.4	5	-1.3	1	-1	34	-26	-7	-1.1
COCCNC(=O)/C(C#N)=C/c1cc(C)n(C2CCCCC2)c1C	3.2	1	1.9	0	7	9	43	-3	1.9
CN(C)S(=O)(=O)c1ccc(S(=O)(=O)N(CC(=O)Nc2ccccc2)CC2CCCO2)cc1 (configuration not stated)	0.7	2	-4.9	-2	-2	-12	18	-8	-0.3
CNS(=O)(=O)c1cccc(C(=O)OCC(=O)C23CC4CC(CC(C4)C2)C3)c1	-0.3	2	0.4	-2	0	31	-11	-4	-0.9
CC1=NN(C(=O)COc2cc(C)ccc2C(C)C)C(O)(c2ccccc2)C1 (configuration not stated)	-0.8	-1	-2.1	2	11*	19	2	-3	-0.1
CCOC(=O)Cn1c(=O)oc2cc(S(=O)(=O)N(C)Cc3ccco3)ccc21	2.8	7	0.9	-3	-1	-19	10	4	0.9
CCOC(=O)C(=O)Nc1nnc(Cc2ccc(OC)c(OC)c2)s1	-0.7	1	-0.3	1	6	6	10	-2	0.6
CC(C)c1ccccc1NC(=O)c1cccc(NC(=O)c2ccccc2)c1	-1.5	-1	1.0	-5	-1	19	-22	-9	0.0
COc1ccc(-c2cc(-c3ccc(N)cc3)nc(N)c2C#N)cc1OC	1.4	5	-3.1	0	-1	3	8	-12	-0.4
NS(=O)(=O)c1ccc(NC(=O)COC(=O)COc2ccccc2)cc1	0.4	10	-0.7	0	-3	14	13	4	0.8
O=C(COC(=O)c1ccc(Cl)c(S(=O)(=O)N2CCCCC2)c1)NCC1CCCO1 (configuration not stated)	2.2	7	-1.0	4	-1	3	-2	2	1.2
N#Cc1ccc(OCC(=O)N/N=C/C2CC=CCC2)cc1 (configuration not stated)	-1.1	1	-0.2	0	-1	5	-4	-6	0.9
C=CCNc1nnc(SC2CC(=O)N(c3ccc(OC)cc3)C2=O)s1 (configuration not stated)	-1.8	3	-3.5	1	0	-8	2	-4	0.2
Cc1ccc(C)c(NC(=O)CSc2nnc(-c3n[nH]c4ccccc34)o2)c1	0.3	10	5.7	-2	1	8	20	-7	0.8
COc1ccc(/C=N/NC(=O)c2cccc(Br)c2)cc1CSc1ccccn1	-0.3	3	0.1	1	5	-2	17	-9	0.3
Following part
SMILES	zfTRPN1 agonist	BaF3 parental	TNF death inh	Ba/F3 V617F tox	Wee1 stabilizer	CHOP inhibitor	PPC-1+TRAIL kill	RBBP9 inh	TRPML3 ag
CCC1(C)Cc2ccccc2-c2nc(NCCO)n(-c3ccccc3)c(=O)c21 (configuration not stated)	0.9	8	-1.0	-2	1	-22	0	5	0.5
CCOC(=O)c1ccc(NC(=O)CCC2COc3ccccc3O2)cc1 (configuration not stated)	5.9	7	-0.2	0	-1	34	-2	-11	1.0
COc1ccc(F)cc1C(=O)C1CCCN(C(=O)C2=C(C)OCCO2)C1 (configuration not stated)	0.9	8	-0.6	6	3	1	-3	0	0.8
COc1ccc2c(c1OC)C(=O)N(c1ccccc1)C2=O	0.3	0	-0.9	-4	-2	-31	-10	-4	0.2
C#CCOCCOCCOCCNc1nc(N2CCN(C(=O)C([C@@H](C)CC)n3cc(C(N)CC(C)C)nn3)CC2)nc(N2CCN(C(=O)[C@H](CCC(=O)O)n3cc(C(N)Cc4ccc(O)cc4)nn3)CC2)n1 (some centres not stated)	1.4	-2	0.6	-1	11*	18	2	-8	0.6
CC(C)C(=O)OCC(=O)Nc1ccc(N=Nc2ccccc2)cc1	-0.9	5	2.8	1	2	45	19	-5	0.5
CCCCNC(=O)c1cc2cc(OC)ccc2[nH]1	4.0	-2	-1.4	3	0	-25	-14	-4	1.6
COc1cc2c(cc1OC)C(C)N(C(=O)c1cc3c(s1)-c1ccccc1OC3)CC2 (configuration not stated)	-1.5	-1	5.6	-3	-2	5	12	-6	0.1
Cc1ccc2nc(NCc3ccccc3)[nH]c2c1	0.8	76*	-9.3	85*	17*	/	13	-9	0.4
O=C1CC(c2ccccc2)CC(O)=C1C=Nc1cccc(Cl)c1 (configuration not stated)	-0.7	4	-6.5	-1	9.6*	102*	2	-3	0.7
O=C(Cc1ccc(Cl)cc1)Nc1cccc(-c2nnc(-c3ccco3)o2)c1	0.4	1	-1.4	0	-1	57	19	-11	-0.1
CCOC(=O)C(NC(=O)CC)(Nc1ccc(S(=O)(=O)Nc2onc(C)c2C)cc1)C(F)(F)F (configuration not stated)	-1.0	3	-1.2	1	0	-8	0	5	-0.1
COc1ccc(NC(=O)CN2CCN(C3c4ccccc4-c4ccccc43)CC2)cc1	1.2	5	-0.1	-3	2	33	3	-7	-0.4
O=C(CSc1cccc2cccnc12)OCC(=O)c1ccc(Br)cc1	1.6	1	-1.9	-1	-1	-19	28	-3	0.4
CCC(C)(C)n1nnnc1CN1CCN(c2nc3ccc(C)cc3cc2C#N)CC1	-0.2	2	-4.4	-2	-1	25	21	2	-0.9
CCCOC(=O)Cc1c(O)c2ccccc2[nH]c1=O	1.1	1	-0.5	-1	-1	11	-4	-4	0.7
C=CCn1c(SCC(=O)NC2CCCCC2)nnc1-c1ccc(OC)cc1	0.0	0	-0.3	1	-3	4	-1	-8	-0.5
Nc1ccccc1C(=O)/C=C/c1ccc2c(c1)OCO2	0.4	4	-9.2	4	-3	-51	28	-8	0.1
COCCCNC(=O)c1cc(C(=O)c2ccccc2Br)c[nH]1	1.9	-2	0.4	-2	-3	53	-6	-5	0.8
CCOC(=O)c1cc(-c2ccccc2)sc1NC(=O)COC(=O)c1cccc(S(N)(=O)=O)c1	-0.3	6	1.8	0	6	16	-18	0	0.7
Cc1nc(N2CCOCC2)[nH]c(=O)c1C(O)C(Cl)(Cl)Cl (configuration not stated)	-0.4	4	1.2	2	1	-1	8	-9	-0.5
O=C(Nc1nc(-c2cccnc2)cs1)c1ccc([N+](=O)[O-])cc1	7.0	0	-0.6	-1	5	-7	27	5	4.0
CCCC(=O)N(c1ccccc1)C1C=CS(=O)(=O)C1 (configuration not stated)	0.7	2	0.7	4	2	-5	16	-11	0.4
Cc1ccc(C(=O)N(CC(=O)NC2CCCC2)c2ccc3c(c2)OCCO3)s1	-0.4	7	1.1	4	8	5	3	-7	-0.9
COc1cccc(CN(C)CC(=O)Nc2ccccc2N2CCOCC2)c1OC	-2.9	3	0.9	4	1	-11	17	-11	-0.6
More entries follow:
SMILES	zfTRPN1 agonist	BaF3 parental	TNF death inh	Ba/F3 V617F tox	Wee1 stabilizer	CHOP inhibitor	PPC-1+TRAIL kill	RBBP9 inh	TRPML3 ag
O=C(Nc1ccc(Cl)cc1)c1ccc(Br)cc1F	-1.8	7	1.5	3	4	-9	25	-2	0.7
O=C(NCCO)/C(=C\c1ccc(Br)cc1)NC(=O)c1cccs1	2.0	9	0.4	-1	-1	14	12	-2	1.0
CCOC(=O)c1[nH]c2c(c1C)C(=O)CC(c1ccc(OC)c(OC)c1)C2 (configuration not stated)	1.6	2	0.9	-2	2	0	21	3	1.0
COc1ccc(Cc2nnc(SC)[nH]c2=O)cc1OC	0.8	4	0.1	3	1	19	19	-3	0.4
CC(C)[C@H](NC(=O)c1ccccc1)C(=O)OCC(=O)c1ccccc1F	0.3	-1	0.3	-1	2	3	-1	-7	0.2
O=C(O)c1ccc(/C=C2\SC(=Nc3ccccc3)N(c3ccccc3)C2=O)cc1	1.3	1	-0.6	-1	1	-29	0	-3	-0.1
CC1CC(C)(C)NC(=S)N1CCC(=O)N1CCc2ccccc2C1 (configuration not stated)	-0.8	7	0.4	1	1	4	16	-3	0.7
CC1=C(C(=O)N2CCOCC2)C(c2cccc3ccccc23)NC(=S)N1 (configuration not stated)	0.7	6	1.0	-1	11*	-8	26	-12	-0.9
C/C(NC1CCCCC1)=C(/C#N)C(=O)NCCN1CCOCC1	0.9	5	-0.3	0	1	12	6	7	0.3
COc1ccc(-c2nc(=S)c3ccc4ccccc4c3[nH]2)cc1	0.8	7	-1.3	-2	1	60	4	-4	1.3
CC1Cc2ccccc2N1C(=O)C1CCCN(S(=O)(=O)c2cccc3nsnc23)C1 (configuration not stated)	-1.4	3	-3.8	-1	0	40	11	2	-1.2
CC#CCCCC(=O)Nc1ccccc1C(=O)O	2.1	2	0.1	1	-1	0	6	-2	-1.0
CC(NC(=O)c1ccccc1)C(=O)OCC(=O)N1c2ccccc2Sc2ccccc21 (configuration not stated)	2.6	2	-0.1	-4	-1	-9	28	-4	1.1
Cc1cc2nc(SCC(=O)N(C)C)c3c(c2cc1C)CCCC3	0.3	8	3.6	2	-4	18	2	-11	0.4

Full records from above.
Shown for CC(C)[C@H](NC(=O)c1ccccc1)C(=O)OCC(=O)c1ccccc1F → zfTRPN1 agonist = 0.3; BaF3 parental = -1; TNF death inh = 0.3; Ba/F3 V617F tox = -1; Wee1 stabilizer = 2; CHOP inhibitor = 3; PPC-1+TRAIL kill = -1; RBBP9 inh = -7; TRPML3 ag = 0.2
Shown for CC1Cc2ccccc2N1C(=O)C1CCCN(S(=O)(=O)c2cccc3nsnc23)C1 (configuration not stated) → zfTRPN1 agonist = -1.4; BaF3 parental = 3; TNF death inh = -3.8; Ba/F3 V617F tox = -1; Wee1 stabilizer = 0; CHOP inhibitor = 40; PPC-1+TRAIL kill = 11; RBBP9 inh = 2; TRPML3 ag = -1.2

Screening results as filed in PubChem.
